ROC1-CUL1 inh = inhibitors of human ROC1-CUL1 ubiquitin ligase activity | inhibition, % at 10 µM | in vitro K48 di-Ub FRET, acceptor:donor ratio, 45 min | hit rate 0.6% among 140,000; in the data active = inhibition above about 25%
Target sequence (P62877 whole entry, looked up): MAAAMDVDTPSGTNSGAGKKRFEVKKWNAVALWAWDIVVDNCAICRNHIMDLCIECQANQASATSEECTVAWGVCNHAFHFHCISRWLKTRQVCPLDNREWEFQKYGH
Target sequence (Q13616 whole entry, looked up): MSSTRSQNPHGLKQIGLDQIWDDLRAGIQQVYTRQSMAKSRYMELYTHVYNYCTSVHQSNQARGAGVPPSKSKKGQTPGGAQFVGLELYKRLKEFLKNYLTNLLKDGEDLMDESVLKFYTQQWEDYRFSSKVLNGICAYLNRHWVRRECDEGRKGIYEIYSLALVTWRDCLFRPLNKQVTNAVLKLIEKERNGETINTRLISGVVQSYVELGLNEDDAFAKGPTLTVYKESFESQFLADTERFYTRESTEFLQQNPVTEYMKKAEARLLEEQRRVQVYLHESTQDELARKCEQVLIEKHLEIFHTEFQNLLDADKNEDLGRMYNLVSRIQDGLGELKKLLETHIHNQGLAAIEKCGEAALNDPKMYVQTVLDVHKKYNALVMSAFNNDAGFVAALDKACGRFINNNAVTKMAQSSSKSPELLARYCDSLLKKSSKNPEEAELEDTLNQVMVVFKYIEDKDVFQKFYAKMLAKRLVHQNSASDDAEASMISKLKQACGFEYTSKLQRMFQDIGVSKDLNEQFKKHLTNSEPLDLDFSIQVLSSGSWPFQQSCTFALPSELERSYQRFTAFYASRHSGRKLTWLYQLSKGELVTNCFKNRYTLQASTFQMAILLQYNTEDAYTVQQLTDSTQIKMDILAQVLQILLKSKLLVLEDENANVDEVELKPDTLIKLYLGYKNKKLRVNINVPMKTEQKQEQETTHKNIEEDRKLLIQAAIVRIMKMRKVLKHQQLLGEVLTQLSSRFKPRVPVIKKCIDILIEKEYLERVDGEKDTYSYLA
Active calls of the source: *.

SMILES	ROC1-CUL1 inh
CCOC(=O)C1C(=N)OC2=C(C(=O)CC(C)(C)C2)C1c1ccc(Br)cc1F (stereo unspecified)	0
O=c1c2sc3ccccc3c2n(Cc2ccccc2F)c(=O)n1CCc1ccccc1	5
O=C(NCCC1=CCCCC1)C1CCN(C(=O)N2CCOc3ccc(Cl)cc32)CC1	4
CCN(CC)CCOC(=O)c1ccc(NC(=O)C2CCCCC2)cc1	-2
Cc1cc(C)c(S(=O)(=O)NCc2ccc3c(c2)CCN3C(=O)c2ccccc2)c(C)c1	2
CCCCCCCCCCCCCCCCCCOc1ccc(/C=C/C(=O)O)cc1I	5
CCC(O)C1CCN(C(=O)c2cc(COc3ccc(OC)cc3Cl)on2)CC1 (stereo unspecified)	16
Cc1ccc(C(=O)NNC(=O)CSc2nnc(Cc3ccccc3)n2-c2cccc(Cl)c2)cc1	2
O=C(CSc1ccccc1C(=O)O)Nc1ccccc1F	5
CCc1ccccc1NC(=O)C(CCSC)NS(=O)(=O)c1ccc2c(c1)oc(=O)n2C (stereo unspecified)	1
CC(=O)OCC1OC(Oc2ccc3c(=O)c(-c4ccccn4)coc3c2)C(OC(C)=O)C(OC(C)=O)C1OC(C)=O (stereo unspecified)	3
O=C(c1coc(CN2CCN(c3ncccn3)CC2)n1)N1CCC(c2ccc(F)cc2)C1 (stereo unspecified)	8
COc1ccccc1-c1nc(CN2CCCC2c2n[nH]c(=O)[nH]2)c(C)o1 (stereo unspecified)	-5
COc1ccc2cc(-c3nc(Cl)c4c5c(sc4n3)CC(C)CC5)c(=O)oc2c1 (stereo unspecified)	-12
CC1CCN(C(=O)Cn2c(=O)oc3cc(S(=O)(=O)N4CCCCC4)ccc32)CC1	2
COc1cccc(C(=O)NCC2CCCN(Cc3c[nH]c4ccccc34)C2)c1OC (stereo unspecified)	5
CCOC(=O)c1ccc(N2C(=O)c3[nH]nc(-c4ccc(OC)cc4)c3C2c2cccc(O)c2)cc1 (stereo unspecified)	11
O=C(Cn1nc(Cc2cccnc2)c2ccccc2c1=O)Nc1cccc(C(F)(F)F)c1	6
CCc1ccc(N2C(=O)C(=Nc3cccc(OC)c3)C(Cl)C2=O)cc1 (stereo unspecified)	0
CN(C)c1ccc(CNC(=O)c2ccc(NC(=O)c3nsc4ccccc34)cc2)cc1	8
Cc1ccc(NC(=O)c2ccccc2Cl)c(O)c1	7
CCN(CC)c1ccc2nc3c(=O)n(C)c(=O)n(C)c3nc2c1	14
COc1ccc(NC(=O)c2sc3nc(C(F)(F)F)cc(-c4ccco4)c3c2N)cc1OC	-3
O=C(CCC(=O)N1CC2CCCN2c2ccccc21)NCc1ccc(Cl)cc1 (stereo unspecified)	3
CCSc1nc2sc3c(c2c(=O)n1CC)CCCC3	-1
Cn1nnnc1SCCCNCc1ccccc1OCc1ccccc1Cl	7
CCc1ccc(S(=O)(=O)n2nnc3ccccc32)cc1	26*
CCOC(=O)c1sc(N/N=C/c2cccs2)nc1C	-2
CC(C)c1ccc(NC(=O)c2cc(Cl)ccc2[N+](=O)[O-])cc1	6
CCCn1nnc(NC(=O)c2ccc(C)c(Cl)c2)n1	2
O=C(CC(c1cccc(O)c1)c1ccccc1Cl)NCc1n[nH]c2c1CCC2 (stereo unspecified)	-6
Cc1cc(C(=O)NCc2cccnc2N(C)CCc2ccccn2)c(C)o1	-5
O=C(CSc1n[nH]c(-c2ccccc2Cl)n1)N1CCN(c2ccccc2F)CC1	1
COc1ccc(C2=N/C(=C\c3ccc4c(c3)OCCO4)C(=O)O2)cc1OC	3
Cc1ccc(S(=O)(=O)Cc2ccc(Cl)c(Cl)c2)cc1	-3
NS(=O)(=O)c1ccc(NC(=O)CCSc2nc3sc4c(c3c(=O)[nH]2)CCC4)cc1	3
CCCCn1c(=N)c(C(N)=S)cc2c(=O)n3cccc(C)c3nc21	10
CCC(=O)N1CCc2cc(S(=O)(=O)NC(Cc3ccccc3)C(=O)Nc3cccc(OC)c3)ccc21 (stereo unspecified)	3
CN(C)Cc1ccccc1Sc1cccc2ccccc12	5
CC(Cn1cccn1)C(=O)N1CCc2[nH]nc(-c3ccc4c(c3)OCO4)c2C1 (stereo unspecified)	-3
COC(=O)c1ccc(Cn2nc(-c3ccc(C)cc3)ccc2=O)cc1	-5
CSCC(=O)N1CCc2onc(-c3ccc4c(c3)OCO4)c2C1	-7
CN1CCOC(c2ccccc2)(C(O)(c2ccccc2)c2ccccc2)C1=O (stereo unspecified)	-6
CCCOc1ccc(C(=O)Nc2ccc3oc(-c4ccc(N(C)C)cc4)nc3c2)cc1	1
C=C(CS(=O)(=O)c1ccccc1)c1ccccc1	2
COC(=O)c1ccc(OC(=O)c2ccccc2OC)c(OC)c1	0
O=C(O)C1C2C=CC(C2)C1C(=O)Nc1ccc(F)c(F)c1F (stereo unspecified)	-8
COc1cc(OC)c2cc(OC)c(OC)cc2n1	-6
CCCC(=O)Nc1ccccc1NC(=O)COc1ccc(Br)cc1Cl	0
O=C(COc1ccccc1)NC1CCCc2nc(-c3ccccc3)ncc21 (stereo unspecified)	-7
C/C(=N\NC(=O)CSc1nc2ccccc2n1Cc1ccc(C)cc1)c1cccs1	-4
CCN1CCN(C2(C(=O)N3CCC(COC)CC3)Cc3ccccc3C2)CC1	-5
CSCCSc1sc(=S)sc1SCCSC	-13
CN1CCN(C(=O)c2ccc(N3CCN(CCO)CC3)nc2)CC1	-2
C/C(=N\N1CCN(C)CC1)c1nc2ncccc2[nH]1	6
COc1ccc(/C=C/C(=O)Nn2cnnc2)cc1	1
CCOc1cc(/C=C2\C(=O)NN(c3ccccc3)C2=O)cc(Cl)c1OCc1ccc(Cl)c(Cl)c1	4
CN(Cc1ccccc1)C(=S)NC(=O)C1CC1	-3
CN(C1CCCCC1)S(=O)(=O)c1ccc2c(c1)c(=O)c(C(=O)NCc1ccccc1Cl)cn2C	5
Fc1cccc(CCC2CCCN(Cc3ncc[nH]3)C2)c1 (stereo unspecified)	-7

(list continues)
SMILES	ROC1-CUL1 inh
O=C(NCCCc1nc2ccccc2n1Cc1ccccc1Cl)C1CCCCC1	-6
CC(C)NC(=O)CN(C1CCCCC1)S(C)(=O)=O	-2
COc1cc(C)c(-c2nc(CN(C)C3CCOC3)c(C)o2)cc1C (stereo unspecified)	1
CN(CCc1ccccn1)C(=O)CCC1CCCN(C(=O)CCN2CCCCO2)C1 (stereo unspecified)	1
O=C(CN1C(=O)COc2ccc(S(=O)(=O)N3CCOCC3)cc21)N1CCN(c2ccc(F)cc2)CC1	-4
Cc1ccc(S(=O)(=O)Nc2ccccc2-c2cc(C)c3ccccc3n2)cc1	-4
CC(C)C(=O)NCCc1nc2ccccc2n1CCOc1ccc(Cl)cc1	-5
CN(C)S(=O)(=O)c1ccc(NC(=O)c2ccc(Cl)s2)cc1	2
CC1CCC2(CC1)C(C#N)C(=O)NC(=S)C2C#N (stereo unspecified)	-4
Cc1ccccc1NC(=O)CSc1nc(-c2ccc(F)cc2)c2cccc(C)c2n1	1
Cc1cc(C)c2c(c1)N=C(CSc1n[nH]c(C)n1)CC2=O	-5
c1ccc(N=c2sc(-c3nc4ccccc4[nH]3)nnc2Nc2ccccc2)cc1	7
CN(C)CCNC(=O)CCCn1c(=O)c2cccn2c2ccccc21	-2
CCOC(=O)C1(Cc2ccccc2C)CCCN(S(=O)(=O)c2ccc(C(C)=O)cc2)C1 (stereo unspecified)	1
CCn1c(C(=O)NCc2ccccc2OC)cc2sccc21	7
O=C(O)c1ccc(NS(=O)(=O)c2cccc(-c3nnc(-c4ccccc4)o3)c2)cc1	-1
COc1ccc(Cl)cc1NC(=O)N(C)CCc1c(C)nn(C)c1C	5
COCCn1cnc2cc(NC(=O)C3CCCCC3)cc(C(=O)N3CCC(C)CC3)c21	3
O=C(NCC1CCCO1)C1CCN(C(=O)c2cccc(F)c2)CC1 (stereo unspecified)	-7
CCc1ccc(C(=O)/C=C/c2cnn(C)c2C)s1	-4
CC(C)N(C(C)C)S(=O)(=O)c1ccc2ccccc2c1	0
O=C(CCCn1c(=O)c2ccccc2n(Cc2cccc(Cl)c2)c1=O)NCCc1ccc(Cl)cc1	3
Cc1ncc2c(c1-c1noc(-c3ccc(=O)[nH]c3)n1)CCNC2	-10
CC1=CC=CN2C1=NC(C(F)(F)F)(C(F)(F)F)N=C2c1ccc(F)cc1	-3
CCN(C(=O)CSc1nc2ccccc2nc1Cc1ccccc1OC)c1ccccc1	-4
O=C(C1CC2CCC1C2)N1CCN(C(=O)C2CC3CCC2C3)CC1 (stereo unspecified)	-2
O=c1nc2s/c(=C\c3cn(-c4ccccc4)nc3-c3ccc(S(=O)(=O)N4CCOCC4)cc3)c(=O)n2nc1Cc1ccccc1	-5
CN(C(=O)CCn1nnnc1CN1CCOCC1)C1CC(C)(C)NC(C)(C)C1	0
CCOc1ccccc1N(C)C(=O)Cn1cnc2sc(C)c(S(=O)(=O)N3CCC(C)CC3)c2c1=O	1
CC1=NN(c2ccc([N+](=O)[O-])cc2)C(=O)C1C=NCc1ccc(Cl)cc1 (stereo unspecified)	-1
CC1(c2ccc(Cl)cc2)CC(C)(C)N(C(=O)c2cccc(F)c2)c2ccccc21 (stereo unspecified)	-2
COc1ccccc1C1(CC(=O)N2CCCC(c3nc4ccccc4o3)C2)CC(=O)N(C)C1=O (stereo unspecified)	5
Cc1ccccc1-c1nnc2n1C(C)(C)Cc1ccccc1-2	0
O=C(N/N=C/c1cc2c(cc1[N+](=O)[O-])OCO2)c1ccccc1O	-9
COc1ccc(C(=O)COC(=O)C2CC(=O)N(c3ccc(Oc4ccccc4OC)cc3)C2)cc1 (stereo unspecified)	1
O=C1CCC(=O)N1C(=S)c1ccc(F)cc1	1
COc1ccc(C=Nc2cccc3ccccc23)cc1OC	9
COc1ccc(CC2(CCC(=O)NC3CCCc4ccccc43)CCC(=O)N2)c2ccccc12 (stereo unspecified)	5
N#Cc1c(C(F)(F)F)cc(-c2cccs2)nc1SCC(=O)Nc1ccc(Cl)cc1	2
O=C(Cc1cccc2ccccc12)Nc1ccc2nc(SCc3ccc(F)c4ccccc34)sc2c1	8
COc1ccc(S(=O)(=O)Nc2ccc(S(=O)(=O)Nc3ccc(C)c(C)c3)cc2)cc1OC	0
COc1ccc(CCNS(=O)(=O)c2ccc(SC)cc2)cc1	5
Cc1ccc2oc(C(=O)Nc3ccc(S(=O)(=O)N(C)Cc4ccccc4)cc3)cc(=O)c2c1	-5
Cc1ccc2[nH]c(=O)c3cc(C(=O)N(CCCOC(C)C)Cc4ccco4)sc3c2c1	10
Cn1c(=O)oc2cc(S(=O)(=O)N3CCCC(C(=O)N4CCN(c5ccc(F)cc5)CC4)C3)ccc21 (stereo unspecified)	6
COc1cc(Cl)cc(Oc2cc(=O)n(C)c(=O)n2C)c1	-3
COc1ccc(NC(=O)Cn2c(=O)oc3cc(S(=O)(=O)N4CCCC4)ccc32)cc1OC	-4
C=CCOc1ccc(/C=C2\SC(=O)N(Cc3ccc(F)cc3)C2=O)cc1	11
Nc1c(C(=O)Nc2ccccc2C(=O)O)sc2nc3c(cc12)CCCCCC3	9
Cc1c(C(C(=O)c2ccccc2)c2c(C)n(C)c3ccccc23)c2ccccc2n1C	-1
Cc1cc(=O)n(Cc2ccc(Cl)cc2)c2ccccc12	-7
Cc1cccc(NC(=O)CCCn2c(C)c3cnn(-c4ccccc4)c(=O)c3c2C)c1C	-1
CC1CCc2c(sc3nnn(CC(=O)Nc4ccccc4Cl)c(=O)c23)C1 (stereo unspecified)	-1
Cc1ccc(-c2[nH]nc3c2C(c2ccccc2O)C(C#N)C(=N)O3)cc1 (stereo unspecified)	-1
CCCCSc1nnc2c(n1)OC(c1ccc(C(C)(C)C)cc1)Nc1ccc(Br)cc1-2 (stereo unspecified)	11
COc1ccc(F)c(CC2(CCC(=O)N3CCN(C/C=C/c4ccccc4)CC3)CCC(=O)N2)c1 (stereo unspecified)	-4
O=C1C(=Cc2cn(-c3ccccc3)nc2-c2ccccc2)C(=O)c2ccccc21	-4
COC(=O)c1ccccc1-c1ccc(/C=C2\C(=O)NN(c3ccc(Br)cc3)C2=O)o1	11
CCOC(=O)NC(=S)c1ccc[nH]1	1
CCOc1cc(CNS(=O)(=O)c2ccc3c(c2)CC(=O)N3C)cc(OCC)c1OCC	-5
COC(=O)c1ccc(NC(=O)c2cc(=O)c3ccc(C)cc3o2)cc1	-4
Cc1cccc(-c2nc3scc(CCNC(=O)c4ccccc4Cl)n3n2)c1	-1

Of the compounds above, 20 have fluorine:
SMILES	ROC1-CUL1 inh
CCOC(=O)C1C(=N)OC2=C(C(=O)CC(C)(C)C2)C1c1ccc(Br)cc1F (stereo unspecified)	0
O=c1c2sc3ccccc3c2n(Cc2ccccc2F)c(=O)n1CCc1ccccc1	5
O=C(CSc1ccccc1C(=O)O)Nc1ccccc1F	5
O=C(c1coc(CN2CCN(c3ncccn3)CC2)n1)N1CCC(c2ccc(F)cc2)C1 (stereo unspecified)	8
O=C(Cn1nc(Cc2cccnc2)c2ccccc2c1=O)Nc1cccc(C(F)(F)F)c1	6
COc1ccc(NC(=O)c2sc3nc(C(F)(F)F)cc(-c4ccco4)c3c2N)cc1OC	-3
O=C(CSc1n[nH]c(-c2ccccc2Cl)n1)N1CCN(c2ccccc2F)CC1	1
O=C(O)C1C2C=CC(C2)C1C(=O)Nc1ccc(F)c(F)c1F (stereo unspecified)	-8
Fc1cccc(CCC2CCCN(Cc3ncc[nH]3)C2)c1 (stereo unspecified)	-7
O=C(CN1C(=O)COc2ccc(S(=O)(=O)N3CCOCC3)cc21)N1CCN(c2ccc(F)cc2)CC1	-4
Cc1ccccc1NC(=O)CSc1nc(-c2ccc(F)cc2)c2cccc(C)c2n1	1
O=C(NCC1CCCO1)C1CCN(C(=O)c2cccc(F)c2)CC1 (stereo unspecified)	-7
CC1=CC=CN2C1=NC(C(F)(F)F)(C(F)(F)F)N=C2c1ccc(F)cc1	-3
CC1(c2ccc(Cl)cc2)CC(C)(C)N(C(=O)c2cccc(F)c2)c2ccccc21 (stereo unspecified)	-2
O=C1CCC(=O)N1C(=S)c1ccc(F)cc1	1
N#Cc1c(C(F)(F)F)cc(-c2cccs2)nc1SCC(=O)Nc1ccc(Cl)cc1	2
O=C(Cc1cccc2ccccc12)Nc1ccc2nc(SCc3ccc(F)c4ccccc34)sc2c1	8
Cn1c(=O)oc2cc(S(=O)(=O)N3CCCC(C(=O)N4CCN(c5ccc(F)cc5)CC4)C3)ccc21 (stereo unspecified)	6
C=CCOc1ccc(/C=C2\SC(=O)N(Cc3ccc(F)cc3)C2=O)cc1	11
COc1ccc(F)c(CC2(CCC(=O)N3CCN(C/C=C/c4ccccc4)CC3)CCC(=O)N2)c1 (stereo unspecified)	-4

Screens from PubChem BioAssay.

An excerpt (hit frequency here may not be typical).
